Screens deposited in PubChem by The Scripps Research Institute Molecular Screening Center.
M4 antag: blocks acetylcholine activation of human M4 receptor; P08173; inhibition, % at 3 µM; AID 624125; 360,000 compounds, 0.73% hits; CHO-hM4 cells, ACh EC80, Fluo-8 calcium fluorescence;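 active = inhibition above its plate's cutoff, the mean inhibition of sample wells plus 3 SD, cut at about 27% in these data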;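 also: 0% = acetylcholine EC80 with DMSO and 100% = DMSO without agonist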
CHRM5 PAM: CHRM5 positive allosteric modulation; CHO-K1 hM5, Fluo-8 calcium, ACh EC20 PAM; 0% = ACh EC20, 100% = ACh EC100; activation, % at 3 µM; 360,000 compounds, 0.3% hits;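 active = activation above the run cutoff, the mean activation of all test compounds plus 3 SD, cut at about 18% in these data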
Target sequence (P08912 whole entry, looked up): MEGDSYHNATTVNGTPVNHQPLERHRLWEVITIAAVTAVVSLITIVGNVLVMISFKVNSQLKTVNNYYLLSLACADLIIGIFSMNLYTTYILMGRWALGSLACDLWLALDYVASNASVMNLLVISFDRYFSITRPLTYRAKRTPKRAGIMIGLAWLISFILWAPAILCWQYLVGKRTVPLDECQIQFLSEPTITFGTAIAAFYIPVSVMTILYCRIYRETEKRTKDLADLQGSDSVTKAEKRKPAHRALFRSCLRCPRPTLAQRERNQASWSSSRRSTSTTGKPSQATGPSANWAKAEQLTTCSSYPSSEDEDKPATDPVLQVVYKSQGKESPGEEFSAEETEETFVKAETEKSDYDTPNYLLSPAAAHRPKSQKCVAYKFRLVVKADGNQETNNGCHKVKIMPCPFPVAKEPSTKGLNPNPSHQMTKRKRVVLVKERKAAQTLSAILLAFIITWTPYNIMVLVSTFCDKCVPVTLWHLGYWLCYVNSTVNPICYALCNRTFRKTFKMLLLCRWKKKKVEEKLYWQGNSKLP
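system = human M5 receptor in CHO-K1 cells | compound = one concentration, 3 µM final (nominal) | schedule = Post-acetylcholine fluorescence recording 140 s | signal = Fluo-8 calcium dye fluorescence, kinetic read | benchmarks = low control EC20 acetylcholine (0%), high control EC100 acetylcholine (100%) | repeats = singlicate, one well per test compound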
TAAR1 ag: human TAAR1 agonism; Q96RJ0; CHO RD-HGA16 TAAR1, Fluo-8 calcium fluorescence; vehicle wells 0%, saturating PEA agonist 100%; activation, % at 3 µM; 360,000 compounds, 0.99% hits; AID 624467;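 active = activation above the mean activation of all test compounds in the run plus 3 SD, cut at about 38% in these data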
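Test system: RD-HGA16 (CHO) cells co-expressing Gα16 and hTAAR1 / Benchmarks: DMSO vehicle as 0%, PEA at EC100 as 100% / Repeats: no replicates (n 1) / Measure: % activation from peak over basal fluorescence ratio, DMSO-to-PEA scaled / Timing: 17-24 h plating, Fluo-8 75 min 37 °C, 30 min RT / Technique: kinetic Fluo-8 calcium fluorescence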
M4 ag: agonists of human muscarinic M4 receptor (CHRM4); P08173; CHO-K1 hM4/Gqi5, Fluo-8 calcium fluorescence; vehicle 0%, full acetylcholine response 100%; activation, % at 3 µM; 360,000 compounds, 0.14% hits; AID 624127;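 active = activation above the run mean over all test wells plus 3 SD, cut at about 32% in these data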;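 also: peak over basal fluorescence ratio per well then scaled between controls; 0% = DMSO wells and 100% = acetylcholine at EC100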
M5 antag: blocks acetylcholine activation of human M5 receptor. P08912. CHO-hM5 cells, Fluo-8 calcium fluorescence, ACh EC80. inhibition, % at 3 µM. 360,000 compounds, 0.59% hits. AID 624040;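 active = inhibition above a per-plate cutoff, the mean of that plate's test compounds plus 3 SD, cut at about 27% in these data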;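 also: 0% = acetylcholine EC80 with DMSO and 100% = DMSO without agonist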
M1 antag: antagonists of human M1 muscarinic receptor. CHO-K1 hM1, Fluo-8 calcium fluorescence, ACh EC80 antagonist. 360,000 compounds, 1.3% hits. inhibition, % at 3 µM. AID 588852. P11229;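 active = percent inhibition above its own plate's cutoff, namely the mean of that plate's compound wells plus 3 SD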;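 also: peak over basal fluorescence ratio during 140 s after agonist addition; 0% = ACh EC80 plus DMSO and 100% = DMSO alone without agonist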
Target sequence (P11229 whole entry, looked up): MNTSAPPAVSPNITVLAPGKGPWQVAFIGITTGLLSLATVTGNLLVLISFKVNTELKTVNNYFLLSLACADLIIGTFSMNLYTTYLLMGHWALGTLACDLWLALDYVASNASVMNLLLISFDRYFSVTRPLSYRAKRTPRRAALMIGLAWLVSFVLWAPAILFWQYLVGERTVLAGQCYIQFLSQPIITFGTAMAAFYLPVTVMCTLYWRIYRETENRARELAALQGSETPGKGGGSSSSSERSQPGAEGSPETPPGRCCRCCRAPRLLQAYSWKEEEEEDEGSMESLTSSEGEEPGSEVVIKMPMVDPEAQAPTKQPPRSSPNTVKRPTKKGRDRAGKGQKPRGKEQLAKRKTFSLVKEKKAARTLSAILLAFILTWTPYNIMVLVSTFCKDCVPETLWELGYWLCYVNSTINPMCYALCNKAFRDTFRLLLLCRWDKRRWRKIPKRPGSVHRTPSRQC
CHRM5 agonist: agonists of human muscarinic M5 receptor (CHRM5). P08912. CHO-K1 hM5 cells, Fluo-8 calcium fluorescence; 0% DMSO wells, 100% maximal acetylcholine response. activation, % at 3 µM. 360,000 compounds, 0.19% hits. AID 624037;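 active = activation above the run's mean over test compounds plus 3 SD, cut at about 23% in these data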;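 also: signal is peak over basal fluorescence ratio across the kinetic read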
M1 ag: human M1 muscarinic receptor agonism. P11229. CHO-K1 hM1, Fluo-8 calcium fluorescence, agonist mode; 0% DMSO, 100% acetylcholine EC100. activation, % at 3 µM. 360,000 compounds, 0.33% hits;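 active = activation above the run's mean compound activation plus 3 SD, cut at about 16% in these data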;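 also: peak over basal fluorescence ratio within a 140 s kinetic read after compound addition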
CHRM1 PAM: potentiates human M1 receptor response to acetylcholine. CHO-K1 hM1, Fluo-8 calcium fluorescence, ACh EC20; 0% = ACh EC20, 100% = maximal ACh. activation, % at 3 µM. 360,000 compounds, 0.088% hits. AID 588819; in the data active = activation above about 19%, passing the limit was not always enough
The depositor's hits bear a star.

SMILES	M4 antag	CHRM5 PAM	TAAR1 ag	M4 ag	M5 antag	M1 antag	CHRM5 agonist	M1 ag	CHRM1 PAM
Cc1cc(C)nc(SCc2nnc(SCC(=O)N3CCCc4ccccc43)o2)n1	0	-3	6	6	-2	5	4	-6	-7
CC(C)(C)NC(=O)C1N(c2cccnc2)C(=O)C2C(C(=O)Nc3ccccc3)C3(C)C=CC21O3 (stereo unspecified)	-3	2	2	0	0	-4	2	0	4
Cn1cc(C(=O)c2cccc(Cl)c2)cc1/C=N\O	15	-4	3	1	6	-9	-3	-8	14
COc1ccc(S(=O)(=O)Nc2cccc3c2O[C@H](CN(C)Cc2ccc(Oc4ccccc4)cc2)[C@@H](C)CN([C@H](C)CO)C3=O)cc1	5	-1	4	4	2	0	1	-5	6
COc1ccc([C@H]2C[C@H](O)[C@@H](n3cc(-c4ccc(F)cc4)nn3)CN2Cc2cccs2)cc1	-6	0	4	0	-6	-2	2	0	0
COc1ccc(C(=O)COC(=O)c2cc3ccccc3oc2=O)c(OC)c1	-1	-1	-1	0	5	10	0	-6	-2
O=C(O)[C@H]1CCCC[C@H]1C(=O)NCCNC(=O)[C@@H]1CCCC[C@@H]1C(=O)O	-3	-2	7	1	3	-1	2	-3	3
COc1ccc(NC(=O)COC(=O)CN2C(=O)c3ccccc3C2=O)cc1	-9	3	16	1	-3	-19	0	0	15
CS(=O)(=O)c1ccc2nc(NC(=O)c3ccc(Cn4cc(Br)cn4)o3)sc2c1	5	-11	12	14	28*	17	2	-2	-7
CCCN(CCC)C(=O)CP(=O)(c1ccccc1)c1ccccc1	6	5	12	1	1	16	-3	-3	-3
C=CCNc1ccccc1S(=O)(=O)NCc1ccccc1	-19	-4	4	1	-9	-20	-1	-4	13
O=C(Nc1nccs1)c1cn2ccccc2n1	0	-3	1	2	2	-9	-1	0	7
Cc1cc(C)c(C(O)c2ncc(-c3cccc(F)c3)[nH]2)c(C)c1 (stereo unspecified)	-6	0	-1	1	-2	-14	-1	-4	10
O=C(Nc1ccc(F)c(F)c1)C1CCN(S(=O)(=O)c2cccc3nonc23)CC1	11	-15	29	30	27	3	4	9	8
C=CCn1c(SCC(=O)c2[nH]c(C)c(C(=O)OCC)c2C)nc2scc(-c3ccc(OC)c(OC)c3)c2c1=O	3	2	0	1	-2	-6	-1	-7	7
Cc1cc(N2CCN(C(=O)c3ccco3)CC2)n2nc(C)c(-c3ccccc3)c2n1	5	-3	2	1	-2	8	2	-3	0
CCCC1=C(C(=O)OCC)C(c2cccs2)n2ncnc2N1 (stereo unspecified)	-6	0	-1	0	-4	-2	-3	-5	1
CC[C@H](C)[C@H](NC(=O)c1ccc(Cl)cc1)C(=O)OCC(=O)c1c(N)n(C)c(=O)n(C)c1=O	-2	10	-2	3	-7	-10	0	-2	0
Cc1ccc(N(CC(=O)NCc2ccc3c(c2)OCO3)S(=O)(=O)c2c(C)noc2C)cc1	-4	-4	-1	3	0	-2	-1	-6	-1
COC(=O)c1cccc(N(C(=O)CNC(=O)c2cccs2)C(C(=O)NCC2CCCO2)c2ccc(OC)c(OC)c2)c1 (stereo unspecified)	-3	3	-1	0	2	-11	-2	-2	13
O=C(N/N=C/c1sc(N2CCOCC2)nc1-c1ccccc1)c1ccccc1O	3	-19	23	18	13	14	5	1	-9
COc1cccc(C(=O)Nc2sc(C(C)C)cc2C(N)=O)c1OC	16	-11	12	12	13	2	3	-2	4
S=C(NCCc1ccccn1)Nc1cccc(Cl)c1	0	-3	3	1	6	-2	-3	-4	-2
C[C@H](CO)N1C[C@H](C)[C@@H](CN(C)C(=O)Nc2cccc(Oc3ccccn3)c2)OCc2cnnn2CCCC1=O	5	-3	1	1	0	-3	0	-6	-2
CC(C)NCC(O)COC1CCC(C(C)(C)C)CC1 (stereo unspecified)	-4	-3	10	4	8	7	-1	-3	5

Single records, from the list above.
CC(C)NCC(O)COC1CCC(C(C)(C)C)CC1 (stereo unspecified) across the screens: M4 antag: -4; CHRM5 PAM: -3; TAAR1 ag: 10; M4 ag: 4; M5 antag: 8; M1 antag: 7; CHRM5 agonist: -1; M1 ag: -3; CHRM1 PAM: 5
COc1ccc(NC(=O)COC(=O)CN2C(=O)c3ccccc3C2=O)cc1 across the screens: M4 antag: -9; CHRM5 PAM: 3; TAAR1 ag: 16; M4 ag: 1; M5 antag: -3; M1 antag: -19; CHRM5 agonist: 0; M1 ag: 0; CHRM1 PAM: 15
COc1ccc(C(=O)COC(=O)c2cc3ccccc3oc2=O)c(OC)c1 across the screens: M4 antag: -1; CHRM5 PAM: -1; TAAR1 ag: -1; M4 ag: 0; M5 antag: 5; M1 antag: 10; CHRM5 agonist: 0; M1 ag: -6; CHRM1 PAM: -2

(cont.)
SMILES	M4 antag	CHRM5 PAM	TAAR1 ag	M4 ag	M5 antag	M1 antag	CHRM5 agonist	M1 ag	CHRM1 PAM
CN1CCN(C(CNS(=O)(=O)c2ccc(Cl)cc2)c2cccnc2)CC1 (stereo unspecified)	11	1	0	0	-3	-16	-6	-4	13
Cc1nc2ccccc2n1C(=O)N(C)C	-5	10	0	1	-18	-7	2	-4	7
O=S(=O)(NCC(c1cccnc1)N1CCN(c2ccccc2)CC1)c1cccs1 (stereo unspecified)	0	-6	15	1	-1	-19	-3	-5	9
O=C(COC(=O)c1ccc(S(=O)(=O)N2CCOCC2)cc1)Nc1ccccc1OC(F)F	-6	-3	4	11	2	1	3	-1	-3
CN(C)S(=O)(=O)c1cccc(C(=O)N2CCc3ccccc32)c1	8	-6	11	4	-1	-20	-1	-1	5
CC1(C)CC(=O)C(C#N)=C(NCCCO)C1	4	0	10	1	5	-12	0	-5	8
COc1ccc2[nH]c3c(c2c1)CCN1C(=O)N([C@@H](C)C(=O)NCCc2ccc(F)cc2)C(=O)[C@]31C	0	-3	2	3	5	4	1	-5	1
CC(C)(C)c1ccc(S(=O)(=O)N2CCSC2)cc1	19	-17	8	0	7	39*	-6	-15	-26
CCCC(=O)NC(=S)Nc1ccc(CN2CCOCC2)cc1	7	2	2	1	6	-10	-5	-6	9
Cc1ccc(NC(=O)Cn2nc(-c3ccco3)ccc2=O)cc1Cl	3	5	2	2	-14	-2	1	-2	3
Cn1c(C(=O)O)cc2c(=O)n3ccccc3nc21	11	13	4	1	2	4	-1	-1	8
COc1ccccc1NC(=O)c1ccc(NC(=O)CSc2nnnn2C)cc1	-10	10	3	4	-12	-24	-2	-4	8
CCc1nnc(NS(=O)(=O)c2ccc(NC(=O)c3ccccc3OC)cc2)s1	8	-4	5	0	11	20	-5	-3	-5
COc1ccc(-n2c(C)cc(/C=C(\C#N)C(=O)NCc3ccco3)c2C)cc1	1	-7	0	0	7	4	-1	-3	0
O=C(Nc1ccc(S(=O)(=O)N2CCOCC2)cc1)c1cc([N+](=O)[O-])ccc1Cl	-10	4	4	1	-5	9	-3	-7	1
O=C(CSC1=N/C(=C/c2ccco2)C(=O)N1c1ccc(OC(F)F)cc1)NC1CCS(=O)(=O)C1 (stereo unspecified)	4	-4	6	0	-2	-5	-4	-9	8
COc1ccc(S(=O)(=O)NCC(=O)N(CC(=O)NCC2CCCO2)Cc2ccccc2)cc1 (stereo unspecified)	2	-6	-1	0	20	-7	-4	-4	15
CCOc1ccc(N(C(C)C(=O)Nc2cccnc2)S(C)(=O)=O)cc1 (stereo unspecified)	-10	2	2	2	3	-3	3	-4	2
O=C1CC(N(CCc2ccccc2)C(=S)Nc2ccccc2)C(=O)N1c1ccc(Br)cc1 (stereo unspecified)	-6	-8	35	3	15	-1	-3	-6	-8
CCN(CC)S(=O)(=O)c1ccc2c(c1)nc(SCC(=O)N1CCCCCC1)n2-c1ccc(OC)cc1	10	-1	13	-1	3	1	-15	-3	0
CC(C(=O)NCc1ccccn1)N1C(=O)c2ccccc2C1=O (stereo unspecified)	2	0	-2	0	-3	-6	1	-6	3
COc1cc([N+](=O)[O-])ccc1NC(=O)Nc1nc2c(s1)CCCC2	4	-1	2	0	-1	-10	0	-1	8
COC(=O)c1cc(Cl)c(NC(=O)c2ccc(F)cc2)cc1OC	-5	-1	4	1	7	-4	0	-6	8
O=C(COC(=O)c1ccc([N+](=O)[O-])cc1)Nc1ccc(Cl)cn1	-9	-6	0	2	2	3	2	-1	2
COc1ccc(C(=O)c2c(C)oc3ccc(O)cc23)cc1	11	-6	3	6	7	13	-3	-1	-10
CN1C=CC=C/C1=C1\SC(=S)N(N)C1=O	3	1	0	3	4	-6	-12	-7	4
CC1CCc2nn(CC(=O)NCc3ccc4c(c3)OCO4)cc2C1 (stereo unspecified)	3	4	1	1	-2	-15	-2	-7	11
CCC1Oc2ccc(C)cc2N(CC(=O)NCCN2C(C)CCCC2C)C1=O (stereo unspecified)	8	-9	-3	3	4	6	-8	-12	-6
CCCCCC(=O)c1c(C)[nH]c(C(=O)OCC)c1C	-16	3	5	-2	2	-20	-6	-7	9
O=C(COC(=O)c1cccnc1Cl)c1ccccc1	-12	6	0	2	-1	-2	-3	-4	3

Sorted by value in TAAR1 ag (high to low): some entries from above.
SMILES	M4 antag	CHRM5 PAM	TAAR1 ag	M4 ag	M5 antag	M1 antag	CHRM5 agonist	M1 ag	CHRM1 PAM
Cn1c(C(=O)O)cc2c(=O)n3ccccc3nc21	11	13	4	1	2	4	-1	-1	8
Cc1ccc(NC(=O)Cn2nc(-c3ccco3)ccc2=O)cc1Cl	3	5	2	2	-14	-2	1	-2	3
CN1CCN(C(CNS(=O)(=O)c2ccc(Cl)cc2)c2cccnc2)CC1 (stereo unspecified)	11	1	0	0	-3	-16	-6	-4	13

Some of the compounds tested; the hit share may differ from the screen's.
